# BRCA1 expr act: qHTS Assay to Identify Small Molecule Activators of BRCA1 Expression; MCF7-BRCA1-FFLuc reporter, luminescence, 48 h; response scale: scaled: vehicle 0%, 10 µM genistein 100%; Potency, µM (top dose mostly 46.1 µM), without a hit: at the top dose activation, most hits filed as activators; 380,000 compounds, 1.1% hits; AID 624202, 2012; also: potency is read from the fitted curve at half-maximal effect; nearly all actives have a fitted effect of over 80% in size; some results filed as inactive show a strong effect at the top dose
#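 Reporter cells (MCF7, BRCA1 promoter-firefly luciferase) received library compounds across a concentration series for 48 h. End-point luminescence was measured and concentration-effect curves derived after normalization.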
# MLL CXXC-DNA inh: qHTS Fluorescence Polarization Assay for Inhibitors of MLL CXXC domain - DNA interaction; AID 2662, 2010; MLL-CXXC / FITC-HOXA9 DNA fluorescence polarization; 290,000 compounds, 0.037% hits; Potency, µM (doses to about 115 µM), for the others: at the highest dose activity change, negative = inhibition, actives largely listed as inhibitors; Histone-lysine N-methyltransferase 2A (Homo sapiens), Q03164; active = well fitted inhibition curve with a large enough effect in the polarisation, with a control signal flat, not every such curve was filed as active; inconclusive = small, poorly fitted or top-dose-only effect, or effect the other way, or a change in a side signal; inactive = no such curve, though single readings can be large or run the other way; the % refers to the polarisation; also: potency is read from the fitted curve at half-maximal effect
#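 Steps: dispense CXXC domain solution (7 uM) → pin compounds or unlabeled HOX-A9 DNA control → 5 min ambient → add FLSN-HOX-A9 solution (50 nM) → spin → 30 min ambient → fluorescence polarization. Tris pH 7.5/NaCl/DTT/BSA buffer.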
# p53 reactivation: qHTS assay for re-activators of p53 using a Luc reporter. H1299 p53-A138V BP100-luciferase reporter, luminescence, 24 h. Potency, µM (doses to about 92.2 µM), without a hit: top-dose activity change, positive = activation, usual class: activators. 320,000 compounds, 0.063% hits. AID 504706, 2011; also: potency is read from the fitted curve at half-maximal effect; % of control where 0% means no effect; nearly all actives have a fitted effect of over 45% in size
#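 p53-null H1299 cells stably carrying temperature-sensitive p53-A138V and a BP100-luciferase reporter were pinned with compounds (4-point, 1:5 series) and held 24 hrs at 37 deg C. Luminescence was read 10 min after detection reagent.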
# Integrin act MD: qHTS for Activators of Integrin-Mediated Alleviation for Muscular Dystrophy; alpha7betagal myoblasts, beta-gal FDG fluorescence, 48 h; Potency, µM (highest dose often 38.3 µM), without a hit: at the highest dose activation, usual class: activators; 350,000 compounds, 0.064% hits; AID 624291, 2012;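 also: potency is read from the fitted curve at half-maximal effect; 100% = response of the positive control SU9516; nearly all actives have a fitted effect of over 60% in size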
#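 alpha7betagal+/- myoblasts (passage 13, 250/well) treated 48 h at 37C with compounds at 1:260 dilution of DMSO stock. Lysed, then beta-galactosidase activity read as FDG fluorescence (ex 480/em 540) after 30 min, with pre-read for autofluorescence.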
# PTAP TSG101 blk: qHTS Assay for Iinhibitors of HIV-1 Budding by Blocking the Interaction of PTAP/TSG101. Tumor susceptibility gene 101 protein (Homo sapiens), Q99816. Fluorescence polarization, FITC-PTAP peptide / Tsg101 binding. Potency, µM (titrated, usually from 115 µM), for inactives: at the top dose activity change, negative = inhibition, hits mostly inhibitors. 340,000 tested, under 10 active. AID 493005, 2010; active = well fitted inhibition curve with a large enough effect in the main read-out, with a control signal flat, not every such curve was filed as active; inconclusive = small, poorly fitted or top-dose-only effect, or effect the other way, or a change in a side signal; inactive = no such curve, though single readings can be large or run the other way; also: potency is read from the fitted curve at half-maximal effect; % of control where 0% means no effect
#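 Fluorescence polarization binding of Tsg101 binding domain (10 uM final) to FITC-labeled PTAP peptide (50 nM final) in HEPES pH 7.5 buffer with NaCl, Tween 20, EDTA, TCEP. Compounds added before peptide; binding 20 min at RT.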
# B2AR arrestin: qHTS assay of beta-arrestin-biased ligands of beta2-adrenergic receptor; 330,000 compounds, 0.02% hits; Potency, µM (series often up to 46.1 µM), for inactives: at the top dose activation, usual class: activators; Beta-2 adrenergic receptor (Homo sapiens), P07550; AID 492947, 2010; beta-arrestin recruitment to beta2AR, cell-based reporter;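 also: potency is read from the fitted curve at half-maximal effect; 0% = DMSO controls and full agonism = EC100 isoproterenol or metaproterenol; nearly all actives have a fitted effect of over 65% in size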
# AT treatment: qHTS Assay for Identifying a Potential Treatment of Ataxia-Telangiectasia | […] A-T fibroblasts, KAP-1 phosphorylation AlphaLISA; neocarzinostatin DNA damage 30 min before lysis | Potency, µM (top dose mostly 57.5 µM), for the others: at the top dose activation, hits mostly activators | 320,000 compounds, 0.19% hits; also: potency is read from the fitted curve at half-maximal effect; % of control where 0% means no effect; nearly all actives have a fitted effect of over 45% in size
#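 hTERT-immortalized A-T patient fibroblasts ([…]), 500 cells/well in OPTI-MEM, 1% FBS, got compounds for 60 min, then NCS for 30 min at 37C. Lysates were then assayed for phospho-KAP-1 by AlphaLISA (anti-pKAP1 donor, anti-KAP1 acceptor beads), 6 hr at 25C.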
# TRPV1 agonist: HTS Assay for Compounds that Act as Agonists of the Vanilloid Receptor 1. Transient receptor potential cation channel subfamily V member 1 (Homo sapiens), Q8NER1. TRPV1-expressing cells, Fluo-8 calcium influx, agonist mode. activation, % at 8.33 µM. 320,000 compounds, 0.19% hits. AID 540275, 2011; in the data active = activation above about 80%; inconclusive = between about 30% and that limit; also: 0% is about no effect
# Target sequence (Q8NER1 whole entry, looked up): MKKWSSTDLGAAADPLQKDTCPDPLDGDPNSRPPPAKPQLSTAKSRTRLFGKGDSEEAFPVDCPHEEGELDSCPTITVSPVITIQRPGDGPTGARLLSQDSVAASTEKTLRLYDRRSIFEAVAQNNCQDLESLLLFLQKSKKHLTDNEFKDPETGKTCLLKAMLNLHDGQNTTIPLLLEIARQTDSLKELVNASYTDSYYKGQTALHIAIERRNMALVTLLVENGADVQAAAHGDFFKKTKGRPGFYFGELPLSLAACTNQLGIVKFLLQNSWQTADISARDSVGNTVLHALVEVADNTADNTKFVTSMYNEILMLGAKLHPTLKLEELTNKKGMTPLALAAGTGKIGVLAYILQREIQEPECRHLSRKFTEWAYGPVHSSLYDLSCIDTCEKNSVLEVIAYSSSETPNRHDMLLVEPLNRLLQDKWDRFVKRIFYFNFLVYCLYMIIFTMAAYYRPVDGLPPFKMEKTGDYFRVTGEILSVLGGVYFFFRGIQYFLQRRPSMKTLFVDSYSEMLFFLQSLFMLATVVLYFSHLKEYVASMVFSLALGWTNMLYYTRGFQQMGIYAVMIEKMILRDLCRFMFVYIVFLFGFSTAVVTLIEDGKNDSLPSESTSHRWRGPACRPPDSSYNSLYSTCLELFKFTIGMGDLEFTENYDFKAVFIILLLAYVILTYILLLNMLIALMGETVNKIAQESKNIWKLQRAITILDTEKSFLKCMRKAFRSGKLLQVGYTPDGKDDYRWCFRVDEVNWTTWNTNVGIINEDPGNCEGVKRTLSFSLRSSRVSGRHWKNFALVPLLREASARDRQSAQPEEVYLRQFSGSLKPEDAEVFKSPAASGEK
#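 TRPV1-expressing cells were cultured overnight at 35.5C and loaded with Fluo-8 calcium dye for 40 to 90 min at room temperature. After a 10 s baseline, compound was added and calcium influx was read kinetically for 3 min (ex 480/em 520 nm).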
# TCR act: Activators of T cell receptors: qHTS campaign | 330,000 tested, under 10 active | Potency, µM (series often up to 9.22 µM), without a hit: top-dose activation of IL-2 secretion, most hits filed as activators | AID 504894, 2011 | primary human leukocytes, anti-CD3, IL-2 HTRF, 48 h; also: % of control where 0% means no effect
#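 48 hr co-incubation of compounds, a-CD3 beads and primary human leukocytes; IL-2 quantified homogeneously by HTRF with anti-IL-2 K and d2 conjugates.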
# ELG1 DNA repair: qHTS screen for small molecules that inhibit ELG1-dependent DNA repair in human embryonic kidney (HEK293T) cells expressing luciferase-tagged ELG1; HEK293T ELG1-luciferase reporter, luminescence, 16 h; DNA damage induced by 5-fluorouridine; Potency, µM (top dose mostly 46.1 µM), for inactives: at the highest dose activity change, negative = inhibition, most hits filed as inhibitors; 330,000 compounds, 2.3% hits; AID 504467, 2011; also: potency is read from the fitted curve at half-maximal effect; % is scaled to controls: 0 for no effect and ±100 for the full control effect; nearly all actives have a fitted effect of over 55% in size
#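 HEK293T cells expressing luciferase-tagged ELG1 (2,000/well) received 5-Fluorouridine plus compound or DMSO for 16 hr at 37 °C. Luciferase was read by ONE-Glo luminescence after 30 min at room temperature.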
# * marks the source's active call; other numbers are inactive results; ? = inconclusive; / = not tested or not shown; [ ] = another dose, or the depositor's remark. Unless noted, calls follow the shape of the dose curve; as a rule, active = well fitted curve in the direction sought with a large enough effect; inconclusive = small, poorly fitted or top-dose-only effect, or another doubt; inactive = no such curve, though single readings can be large; an effect the other way counts as inactive or inconclusive. Not a hit list. About 3.8% of those tested had a hit in this group.
SMILES,BRCA1 expr act,MLL CXXC-DNA inh,p53 reactivation,Integrin act MD,PTAP TSG101 blk,B2AR arrestin,AT treatment,TRPV1 agonist,TCR act,ELG1 DNA repair
CCc1ccccc1NC(=O)COc1cccc2ccc(C)nc12,-33%,2%,-7%,-19%,0%,-2.5%,-4%,5,3%[46.1 µM],?
O=C(NCc1cccs1)C1CCN(S(=O)(=O)c2ccccc2F)CC1,4%,-3%,0%,34%,-13%,-0.9%,15%,9,1%,-1%
Cc1ccccc1OCC(=O)Nc1ccc2c(c1)Cc1ccccc1-2,?,12%,3%,31%,-3%,0.2%,10%,1,-5%,26%
CC1/C(=N/O)C(CN(C)C)C2CC1C2(C)C (stereo unspecified),3%,5%,-8%,-3%,1%,-0.1%,7%,2,-4%,2%
COc1cc(/C=C/C(=O)O)cc(S(=O)(=O)Nc2ccc(S(=O)(=O)N3CCCCC3)cc2)c1OC,7%,/,1%,42%,-4%,0.2%,2%,-1,/,-1%
Cc1cc(C)nc(Nc2ccc(N3CCOCC3)cc2)n1,70%,0%,?,-7%,-1%,0.7%,11%,/,3%,3%
CCN(CC)S(=O)(=O)c1cccc(-c2n[nH]c(=S)n2/N=C/c2ccc(C(=O)OC)cc2)c1,-7%,24%,-3%,2%,-3%,-1.2%,1%,4,3%[46.1 µM],-7%
CSc1ccc(S(=O)(=O)N2CCC(C(=O)N3CCOCC3)CC2)cc1,9%,-4%,-5%,19%,-9%,0.0%,-11%,4,-7%,-4%
COc1ccc2c(c1)-c1nc(/N=C/c3ccccc3O)sc1CC2,15%,-1%,8%,-3%,-1%,-1.1%,-2%,1,0%,?
CSc1ccc(/C=C/C(=O)OCC(=O)c2ccc[nH]2)cc1,-10%,/,17%,10%,-5%,0.0%,-3%,0,5%,?
S=C(NCCCc1ccccc1)NC1CCCCC1,?,?,?,-7%,-2%,0.0%,10%,?,-1%,?
CN(Cc1ccccc1)c1ncc(C=O)s1,68%,-3%,0%,?,-1%,-0.2%,0%,12,-2%,?
Cc1ccc(NC(=O)CSCc2cc(=O)n3ccsc3n2)cc1,-3%,-2%,8%,15%,-8%,3.6%,-4%,0,-5%,11%
O=C(O)c1cccc(S(=O)(=O)N(Cc2ccccc2)c2ccccc2)c1,-8%,2%,-3%,12%,-2%,2.7%,10%,-3,1%,-9%
Cc1nnc(SCC(=O)NCC2CCCO2)n1-c1ccccc1 (stereo unspecified),8%,-5%,-3%,9%,-5%,0.2%,16%,-4,0%,2%
N/C(=N\OC(=O)CCCOc1ccccc1)c1ccc(Br)cc1,12%,-6%,8%,6%,0%,-3.3%,16%,3,5%,10%
Cc1nn(CC(=O)NCc2ccccc2)c(C)c1[N+](=O)[O-],13%,2%,-3%,-18%,-3%,-0.1%,10%,0,1%,17%
O=c1oc2cc(Oc3c([N+](=O)[O-])cc(C(F)(F)F)cc3[N+](=O)[O-])ccc2c2c1CCCC2,-51%,-2%,10%,-41%,-6%,-0.4%,6%,-11,2%,-16%
COc1ccc(CN(C)c2ncnc3sccc23)c(OC)c1OC,-70%,2%,-4%,-65%[inhibitor],-2%,0.7%,14%,-1,-1%,9.2µM*
COC(=O)c1cc(NS(=O)(=O)c2ccc(NC(C)=O)cc2)ccc1Cl,-2%,-3%,-6%,10%,-12%,0.2%,4%,0,-4%,0%
COCCN1CC(=O)N2C(c3cccc(OC)c3)c3[nH]c4ccccc4c3C[C@H]2C1=O (stereo partly specified),-21%,9%,-2%,-7%,-7%,0.4%,12%,-1,0%,15%
CCCCCCCN=CC1=C(O)CC(c2ccccc2)CC1=O (stereo unspecified),20%,3%,-6%,2%,-2%,-1.9%,2%,4,0%[46.1 µM],-11%
COC(=O)c1ccccc1S(=O)(=O)N(Cc1cc2ccc(OC)cc2[nH]c1=O)CC1CCCO1 (stereo unspecified),13%,-4%,-1%,7%,-2%,-0.1%,0%,1,-2%,0%
COc1ccc(C(=O)Nc2cnn(Cc3ccc(Cl)cc3)c2)cc1OC,-43%,6%,-8%,11%,0%,-0.8%,1%,20,-1%[46.1 µM],?
O=C(O)c1cc(O)ccc1-c1ccc(O)cc1,-3%,10%,-2%,17%,-9%,-0.6%,-1%,0,-4%,1%
# Next part:
SMILES,BRCA1 expr act,MLL CXXC-DNA inh,p53 reactivation,Integrin act MD,PTAP TSG101 blk,B2AR arrestin,AT treatment,TRPV1 agonist,TCR act,ELG1 DNA repair
COc1ccc(CN2C(=O)C(C)=C(C)C2OC)cc1 (stereo unspecified),-1%,2%,/,0%,-5%,-1.0%,-12%,-1,-7%,19%
N#Cc1ccccc1NC(=O)COC(=O)/C=C/c1cn(-c2ccccc2)nc1-c1ccc(Cl)cc1,-3%,0%,1%,6%,3%,-1.5%,0%,2,-6%,0%
CN1C(=O)NC(c2ccc(C(F)(F)F)cc2)C2=C1CC(C)(C)CC2=O (stereo unspecified),4%,-8%,0%,4%,-4%,-0.7%,-7%,-4,9%,?
Cc1ccc(S(=O)(=O)N2CCN(C)CC2c2ccccc2)cc1 (stereo unspecified),-13%,/,0%,10%,-5%,-1.0%,7%,1,11%,4%
CCSc1nnc(NC(=O)c2c(C)noc2C)s1,-12%,?,16%,35%,-5%,0.2%,-5%,-5,1%,?
CCC(=O)N(C)CCc1cc2c(c(OC)c1/C=N/NC(=O)c1ccccc1O)OCO2,-2%,-13%,20%,16%,-6%,-1.5%,-2%,6,5%[46.1 µM],-1%
COc1ccc(CN2CCCC(N3CCN(c4ccc(OC)cc4)CC3)C2)cc1 (stereo unspecified),-5%,1%,/,-18%,-1%,-0.8%,-2%,-2,/,-8%
CCOC(=O)c1ccc(NC(=O)c2ccccc2C)cc1,?,-1%,22%,13%,0%,0.2%,0%,?,0%[46.1 µM],?
Nc1c(/C=C2/C=CC(=O)C(O)=C2)c(=O)nc2sc(CC(=O)N3CCCCC3)nn12,37%,?,9%,52%,1%,-0.1%,14%,-3,-2%,26%
Cc1ccccc1N=C1NC(=O)C(CO)(CO)S1,-2%,1%,21%,0%,-1%,-0.2%,4%,3,-4%,-18%
CC(=O)Nc1cccc(NC(=O)CCNC(=O)c2ccccc2)c1,10%,-16%,6%,-8%,1%,0.1%,-7%,-3,3%,5%
COc1cc2c3c(c1)/C(=C1/SC(=S)NC1=O)C(=O)N3C(C)(C)C=C2C,0%,0%,1%,2%,-1%,-0.1%,-13%,0,6%[46.1 µM],?
CCOc1cccc(OCCCCN2CCCCC2)c1,0%,11%,-1%,5%,-2%,0.2%,4%,0,8%,5%
CO/N=C/CC(=O)c1ccc(-c2ccccc2)cc1,82%,-26%,-1%,-14%,-3%,0.1%,3%,14,2%,?
CC(NC(=O)C(C)N1CCN(Cc2ccccc2)CC1)c1ccc(F)cc1 (stereo unspecified),-7%,12%,1%,5%,1%,-0.1%,-1%,17,6%,10%
Cc1cccc(CCNS(=O)(=O)c2ccc(S(=O)(=O)N3CCC(C)CC3)cc2)c1,3%,/,/,13%,-3%,/,/,/,-2%,/
CCCCn1c(N)c(N(Cc2ccccc2OC)C(=O)CSCC(=O)Nc2cccc(C)c2)c(=O)[nH]c1=O,-10%,1%,-3%,3%,2%,0.2%,6%,0,-4%,1%
CN(C)S(=O)(=O)Oc1cccc(C(=O)Nc2ccccc2Cl)c1,?,9%,?,31%,-5%,-0.7%,-3%,19,4%,?
O=C(CNC(=S)N(Cc1ccccc1F)C1CCCCC1)NCCCN1CCOCC1,-8%,-8%,7%,9%,-1%,0.5%,4%,-1,5%,6%
Nc1ccc2nc(SCC(=O)Nc3ccc(N4CCOCC4)c(Cl)c3)sc2c1,14%,-6%,0%,16%,-5%,-0.6%,17%,1,-1%[46.1 µM],11%
COC(=O)[C@]1(C)CCC[C@@]2(C)C3CC[C@@]4(C)C[C@]3(CCC21)CC(=O)N4C (stereo partly specified),7%,/,-10%,-18%,-6%,-0.1%,1%,19,-6%,-1%

# Screening results from PubChem BioAssay.
